TrxR1 inh – qHTS Assay for Inhibitors of Mammalian Selenoprotein Thioredoxin Reductase 1 (TrxR1): qHTS; Potency, µM (doses to about 114 µM), without a hit: top-dose activity change, negative = inhibition, hits mostly inhibitors; Thioredoxin reductase 1, cytoplasmic (Rattus norvegicus), O89049; hit rate 1% among 390,000; AID 588453, 2011; recombinant rTrxR1, NADPH fluorescence consumption, selenite substrate; also: % is scaled to controls: 0 for no effect and ±100 for the full control effect; nearly all actives have a fitted effect of over 65% in size
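Rat TrxR1 (90 nM in the dispensed reagent) was pre-reduced with 400 uM NADPH for 5 min at room temperature, then incubated with compound for 15 min. After 400 uM selenite was added, NADPH fluorescence (Ex 340/Em 450 nm) was followed for 8 min.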
Vif-APOBEC3G blk – qHTS for Inhibitors of Vif-A3G Interactions: qHTS | HeLa A3G-eYFP + Vif (tagged APOBEC3G with the HIV-1 protein that degrades it), YFP fluorescence, overnight | Potency, µM (titrated, usually from 46.1 µM), inactives show at the top dose activity, negative = active, most hits filed as inhibitors | DNA dC->dU-editing enzyme APOBEC-3G (Homo sapiens), Q9HC16 | hit rate 0.076% among 410,000;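 also: % is scaled to controls: 0 for no effect and ±100 for the full control effect; nearly all actives have a fitted effect of over 60% in size; hits raise eYFP signal because A3G escapes Vif-driven loss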
Target sequence (Q9HC16 whole entry, looked up): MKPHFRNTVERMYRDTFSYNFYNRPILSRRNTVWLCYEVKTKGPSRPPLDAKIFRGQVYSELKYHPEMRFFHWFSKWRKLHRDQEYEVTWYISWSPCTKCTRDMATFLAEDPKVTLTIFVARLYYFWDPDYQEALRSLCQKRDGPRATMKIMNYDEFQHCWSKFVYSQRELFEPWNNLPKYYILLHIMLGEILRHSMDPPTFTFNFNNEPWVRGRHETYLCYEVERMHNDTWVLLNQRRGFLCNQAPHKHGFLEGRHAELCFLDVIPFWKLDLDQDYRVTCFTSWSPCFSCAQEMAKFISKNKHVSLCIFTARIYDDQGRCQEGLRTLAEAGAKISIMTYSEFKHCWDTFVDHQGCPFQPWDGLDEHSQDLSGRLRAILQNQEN
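Read-out is eYFP fluorescence (Ex 488/Em 500-530) from Vif-expressing HeLa A3G-eYFP cells; more signal means A3G escaped Vif-mediated degradation. Cells plated overnight, compound pinned in, incubated overnight at 37 deg C.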
RXFP1 ag – qHTS Assay for Agonists of the Relaxin Receptor RXFP1 | Potency, µM (highest dose often 57.5 µM), for inactives: top-dose activation, hits mostly activators | HEK293T-RXFP1 cAMP TR-FRET, 30 min; response scale: percent of porcine relaxin response, buffer zero | AID 2676, 2010 | Relaxin receptor 1 (Homo sapiens), Q9HBX9 | hit rate 0.3% among 370,000; also: % is scaled to controls: 0 for no effect and ±100 for the full control effect; nearly all actives have a fitted effect of over 60% in size; many of its hits are not listed in these tables
Target sequence (Q9HBX9 whole entry, looked up): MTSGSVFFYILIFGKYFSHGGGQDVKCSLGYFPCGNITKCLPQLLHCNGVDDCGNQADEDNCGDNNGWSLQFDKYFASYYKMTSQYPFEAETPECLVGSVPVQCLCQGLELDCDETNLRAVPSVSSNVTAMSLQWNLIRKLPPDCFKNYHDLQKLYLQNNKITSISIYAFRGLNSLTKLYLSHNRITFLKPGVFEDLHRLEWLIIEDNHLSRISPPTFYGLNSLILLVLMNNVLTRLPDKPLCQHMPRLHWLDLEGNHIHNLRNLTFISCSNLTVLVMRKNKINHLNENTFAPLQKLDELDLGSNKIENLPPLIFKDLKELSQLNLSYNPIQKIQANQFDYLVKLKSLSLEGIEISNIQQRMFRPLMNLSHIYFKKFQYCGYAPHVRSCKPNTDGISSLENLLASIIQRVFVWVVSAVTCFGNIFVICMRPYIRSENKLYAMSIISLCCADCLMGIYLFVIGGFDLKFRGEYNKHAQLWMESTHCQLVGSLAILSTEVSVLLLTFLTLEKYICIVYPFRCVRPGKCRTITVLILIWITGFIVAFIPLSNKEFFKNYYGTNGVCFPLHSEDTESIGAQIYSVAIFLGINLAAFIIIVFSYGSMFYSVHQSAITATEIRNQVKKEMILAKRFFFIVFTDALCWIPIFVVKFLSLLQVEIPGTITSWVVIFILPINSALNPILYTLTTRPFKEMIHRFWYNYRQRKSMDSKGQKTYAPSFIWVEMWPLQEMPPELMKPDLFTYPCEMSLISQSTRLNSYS
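cAMP rise read by TR-FRET after 30 min, 37C compound exposure (up to 58 uM) in RXFP1-transfected HEK293 cells with Ro 20174 present. EC50 from Hill-equation fits, with 29 nM porcine relaxin as 100% and buffer as basal.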
RGS4 inh – Inhibitors of Regulator of G Protein Signaling (RGS) 4: qHTS | Regulator of G-protein signaling 4 (Homo sapiens), P49798 | hit rate 0.039% among 390,000 | Potency, µM (titrated, usually from 114 µM), for inactives: top-dose activity change, negative = inhibition, hits mostly inhibitors | Transcreener GDP fluorescence polarization, RGS4-accelerated GTP hydrolysis; also: % is scaled to controls: 0 for no effect and ±100 for the full control effect; nearly all actives have a fitted effect of over 75% in size; some results filed as inactive show a strong effect at the top dose
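MLSMR compounds (23 nl, pin-transferred) preincubated 10 min at room temperature with a 500nM (2x) first reagent, then RGS4 at 900nM (2x) plus Transcreener GDP mix added; fluorescence polarization (620/688 nm) read before and after 90 min at 30 °C.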
IDH1 R132H inh – qHTS for Inhibitors of mutant isocitrate dehydrogenase 1 (IDH1): qHTS; hit rate 0.093% among 390,000; IDH1-R132H enzyme, NADPH consumption, diaphorase/resazurin fluorescence; Potency, µM (highest dose often 76.6 µM), inactives show at the highest dose activity change, negative = inhibition, usual class: inhibitors; AID 602179, 2012; also: % is scaled to controls: 0 for no effect and ±100 for the full control effect; nearly all actives have a fitted effect of over 65% in size
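IDH1-R132H (0.5 ug/mL dispensed) in pH 7.5 Tris buffer was preincubated 30 min with compound, then given a substrate mix of 0.016 mM NADPH and 2 mM alpha-KG for 80 min at room temperature; remaining NADPH was read by diaphorase/resazurin fluorescence.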
USP1-UAF1 inh – Inhibitors of USP1/UAF1: Primary Screen. Potency, µM (doses to about 57.1 µM), inactives show top-dose activity change, negative = inhibition, usual class: inhibitors. recombinant USP1/UAF1, Ub-Rhodamine cleavage fluorescence. hit rate 0.23% among 390,000; also: % is scaled to controls: 0 for no effect and ±100 for the full control effect; nearly all actives have a fitted effect of over 60% in size; inactives centre near -12
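USP1/UAF1 complex at 1 nM was preincubated with compound for 15 min at room temperature, then Ub-Rho substrate (150nM final) was added. Fluorescence (480/540 nm) was read kinetically, 6 reads every 60 seconds.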
Vif-A3F inh – qHTS for Inhibitors of Vif-A3F Interactions: qHTS; HeLa A3F-eYFP + Vif (tagged APOBEC3F with the HIV-1 protein that degrades it), YFP fluorescence increase; Potency, µM (series often up to 46.1 µM), for the others: at the highest dose activity, negative = active; hit rate 0.2% among 390,000; AID 602313, 2012; also: % of control where 0% means no effect; nearly all actives have a fitted effect of over 65% in size
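HeLa cells stably expressing Vif plus C-terminally eYFP-tagged A3F were seeded, incubated overnight at 37 deg C, dosed with compound, incubated overnight again at 37 deg C. Yellow fluorescence (Ex 488/Em 500-530) reported blocked Vif-mediated A3F-eYFP degradation.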
TrxR1 substrate – qHTS Assay for Substrates of Mammalian Selenoprotein Thioredoxin Reductase 1 (TrxR1): qHTS; Thioredoxin reductase 1, cytoplasmic (Rattus norvegicus), O89049; purified TrxR1 substrate turnover, NADPH consumption readout; Potency, µM (doses to about 114 µM), without a hit: top-dose activity change, negative = substrate turnover; hit rate 0.01% among 390,000; also: % is scaled to controls: 0 for no effect and ±100 for the full control effect; nearly all actives have a fitted effect of over 50% in size
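Rat TrxR1, dispensed at 90 nM, was prereduced with 400 uM NADPH (final) for 5 min at ~22 deg C, then incubated with compound 15 min before 400 uM selenite. A first-read NADPH fluorescence drop versus no-compound background flagged substrates.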
12-LOX inh – Primary qHTS assay for inhibitors of human arachidonate 12S-lipoxygenase (ALOX12): Round 2 | Polyunsaturated fatty acid lipoxygenase ALOX12 (Homo sapiens), P18054 | hit rate 1.1% among 580,000 | purified 12hLO, xylenol orange hydroperoxide absorbance | Potency, µM (series often up to 108 µM), without a hit: at the highest dose activity change, negative = inhibition, hits mostly inhibitors; also: % is scaled to controls: 0 for no effect and ±100 for the full control effect
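Purified human 12hLO (150 nM final) in 25 mM Hepes, 0.01% Triton X-100, pH 7.0 was preincubated 15 min at room temperature with compound. Then 40 uM arachidonic acid was added, 30 min. Hydroperoxide was read by Fe-XO absorbance ratio 573/405 nm.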
* hit, by the source's call; u = inconclusive; x = no result given; [ ] = remark or other dose. Calls follow the shape of the dose curve; as a rule, active = well fitted curve in the direction sought with a large enough effect; inconclusive = small, poorly fitted or top-dose-only effect, or another doubt; inactive = no such curve, though single readings can be large; an effect the other way counts as inactive or inconclusive. Potency is read from the fitted curve at half-maximal effect. Not all compounds are listed. The share of hits here may be higher or lower than overall.

Values run as follows: TrxR1 inh, Vif-APOBEC3G blk, RXFP1 ag, RGS4 inh, IDH1 R132H inh, USP1-UAF1 inh, Vif-A3F inh, TrxR1 substrate, 12-LOX inh
CCOc1ccc(NC(=O)c2oc3ccccc3c2NC(=O)C(C)(C)C)cc1
    12%, -5%, 11%, 20%, -1%, -26%, -10%, -1%, -23%
Cc1cc(C)n(C(=O)CCCCCCCC(=O)n2nc(C)cc2C)n1
    7%[57.1 µM], 0%, -0.2%, -14%, 1%, 1%, 2%, -3%, 9%
O=C(c1cccs1)N(Cc1cccc(Cl)c1)C1CCS(=O)(=O)C1 (stereo not given)
    -3%[57.1 µM], 1%, 0.9%, 3%, 10%, -8%, -11%, 5%[57.1 µM], -1%
O=C(CNCC1CCCO1)Nc1ccccc1-n1cccc1 (stereo not given)
    14%, 0%, 0.0%, -9%, 3%, -10%, 11%, 12%, u
CCC(C(=O)Nc1cccc(C#N)c1)n1nc(-c2ccccc2)ccc1=O (stereo not given)
    2%, 2%, -0.3%, 13%, 6%, -4%, 1%, -4%, -28%
N#Cc1nc(Cc2cccc3ccccc23)oc1NCC1CCCO1 (stereo not given)
    12%, -7%, 1.5%, -15%, 4%, -10%, -5%, -2%, -19%
CCC(=O)N1CCN(c2nc(C)nc3sc(C)c(C)c23)CC1
    17%, 2%, 4.7%, 9%, 6%, 8%, 0%, 4%, 18%
CCc1[nH]nc(C(=O)NC2CCCN(Cc3ccccc3F)C2)c1C (stereo not given)
    20%[57.1 µM], 1%, 1.3%, 4%[56.9 µM], -5%, -21%, 5%, 7%[57.1 µM], -22%
COc1ccc(CCNC(=O)CCc2c(C)nc3nc(C)nn3c2C)cc1OC
    11%, -1%, 0.1%, 1%, -1%, -14%, -6%, 4%, -10%
CCC(CO)Oc1cc(NC(=O)c2cccc([N+](=O)[O-])c2)c2ncn(C(C)C)c2c1 (stereo not given)
    7%[57.1 µM], -4%, x, -14%, 3%, -32%, 0%, -3%, u
CC1=C(C/C=C(\C)CCC[C@H](C)CCC[C@H](C)CCCC(C)C)C(=O)c2ccccc2C1=O
    -4%, 2%, x, -8%, 2%, -22%, 2%, 2%, 5%
Cc1ccc2[nH]c(=O)c(CN(CC3CCCO3)S(=O)(=O)c3cccc4nsnc34)cc2c1 (stereo not given)
    10%[57.1 µM], -4%, -1.1%, 0%, 6%, -18%, 0%, 8%[57.1 µM], 14%
O=C(Nc1ccc(Oc2ccc(Cl)cc2)cc1)c1ncn[nH]1
    -14%, 1%, -1.2%, -13%, 4%, 0%, 5%, -5%, 2%
Cc1ccc(C(=O)NNC(=O)c2cccc(Br)c2)cc1
    19%, -4%, 1.8%, 13%, -13%, -3%, 10%, -3%, 173%[activator]
O=C(NCC(=O)N1CCN(Cc2ccccc2)CC1)c1ccc(Br)cc1
    23%, 0%, -2.1%, 23%, -6%, -21%, 1%, 7%, -22%
CCCCN(C(=O)CCN1C(=O)C2CC=CCC2C1=O)c1c(N)n(CCCC)c(=O)[nH]c1=O (stereo not given)
    -2%, 1%, x, 17%, 6%, -14%, 12%, 2%, -15%
O=S(=O)(Nc1nc2ccccc2nc1-[n+]1cccc(N=C([O-])c2ccc(Cl)cc2)c1)c1ccccc1
    -6%, -2%, 0.7%, 3%, -6%, u, u, -6%, u
O=C(c1cccc(Cl)c1)N1CCN(C2CCCCCC2)CC1
    25%[57.1 µM], 1%, -0.4%, -32%, 0%, -11%, 0%, 12%[57.1 µM], u
O=P(OCC1CC1)(c1ccccc1)c1ccccc1
    -9%, 0%, 0.3%, 31%, 2%, 1%, 3%, -4%, 16%
COc1ccccc1C(=O)NNC(=O)CCCN1C(=O)/C(=C/c2cccs2)SC1=S
    -2%, -18%, 2.3%, -21%, -1%, -29%, 4%, -5%, 12%
O=C(NC1=NCCS1)C1Cc2ccccc2CN1C(=O)c1ccccc1 (stereo not given)
    9%, -7%, -0.6%, 21%[11.4 µM], 7%, 2%, 3%, 16%[57.1 µM], u
COCc1nnc(NC(=O)c2cc(OC)c(OC)cc2[N+](=O)[O-])s1
    -6%, -1%, -0.6%, 6%, -2%, -9%, 2%, -8%, 12%
C#CCOCCOCCOCCNc1nc(N2CCN(C(=O)[C@H](CCC(=O)O)n3cc(C(N)Cc4ccc(O)cc4)nn3)CC2)nc(N2CCN(C(=O)[C@H](CCC(=O)O)n3cc(C(N)Cc4ccc(O)cc4)nn3)CC2)n1 (stereo not given in full)
    -6%[57.1 µM], 4%, 0.3%, -1%, 5%, -27%, -8%, 6%[57.1 µM], -2%
CCN(c1cccc(C)c1)S(=O)(=O)c1cc2c3c(c1)CCC(=O)N3CCC2
    -1%, -2%, 0.2%, -10%, 0%, -3%, -9%, -14%[57.1 µM], u
Cn1nnnc1SCCNC(=O)C1CCC(=O)N(Cc2cccc(C(F)(F)F)c2)C1 (stereo not given)
    x, -4%, x, x, 13%, -25%, 0%, x, 9%
COc1cccc(CN(CC(=O)NCc2ccccc2)C(=O)c2csnn2)c1
    -1%[57.1 µM], -3%, 6.4%, -14%, -2%, -3%, 2%, 1%[57.1 µM], -4%
CCCc1ccc(C#N)c(SC2CC(=O)N(c3ccc(OC)cc3)C2=O)n1 (stereo not given)
    -12%[57.1 µM], -1%, -0.7%, -4%, 9%, -8%, 12%, 3%[57.1 µM], u
CC1CCCN(CC(=O)Nc2ccc(S(=O)(=O)N3CCCC3)cc2)C1 (stereo not given)
    8%[57.1 µM], 0%, -0.3%, 12%, 2%, -1%, 0%, 5%[57.1 µM], -17%
Cc1nnc(SCC(=O)Nc2cc(S(=O)(=O)N3CCOCC3)ccc2N2CCCC2)s1
    -30%, -1%, x, -7%, -1%, -23%, -4%, -9%, 185%[activator]
CC(=O)NC(NC(C)=O)c1cccc(OCc2ccccc2)c1
    4%, 4%, 1.1%, u, -2%, -19%, 2%, -1%, -15%

Complete entries, looked up by structure. Screens in order: TrxR1 inh | Vif-APOBEC3G blk | RXFP1 ag | RGS4 inh | IDH1 R132H inh | USP1-UAF1 inh | Vif-A3F inh | TrxR1 substrate | 12-LOX inh
Results for Cc1nnc(SCC(=O)Nc2cc(S(=O)(=O)N3CCOCC3)ccc2N2CCCC2)s1 : -30% | -1% | x | -7% | -1% | -23% | -4% | -9% | 185%[activator]
Results for CCCCN(C(=O)CCN1C(=O)C2CC=CCC2C1=O)c1c(N)n(CCCC)c(=O)[nH]c1=O (stereo not given) : -2% | 1% | x | 17% | 6% | -14% | 12% | 2% | -15%

Next section:
Values run as follows: TrxR1 inh, Vif-APOBEC3G blk, RXFP1 ag, RGS4 inh, IDH1 R132H inh, USP1-UAF1 inh, Vif-A3F inh, TrxR1 substrate, 12-LOX inh
CCOC(=O)CNC(=O)c1cccnc1
    10%[57.1 µM], 1%, -2.8%, 14%[11.4 µM], -3%, 2%, 6%, -9%, -5%
COc1cc(Cl)c(C)cc1NC(=O)CCNC(=O)c1ccco1
    11%, -6%, 0.5%, -20%, 0%, 1%, -4%, 1%, -18%
O=C(COC(=O)c1ccccc1NC(=O)c1ccco1)NCC1CCCCC1
    5%, 1%, 0.1%, 2%, 3%, 2%, 2%, 24%, 0%
Cc1ccc(C2=Nc3ccccc3N(CC(=O)NCc3ccc(Cl)cc3)C(=O)C2)cc1C
    9%[57.1 µM], -1%, 0.5%, 11%, -7%, -27%, 3%, -4%[57.1 µM], -14%
C=C(C)CC1N(c2cccc(OC)c2)C(=O)C2C(C(=O)O)C3C=CC21O3 (stereo not given)
    10%[57.1 µM], 1%, 0.3%, u, -11%, -5%, 0%, 12%[57.1 µM], 3%[57.4 µM]
O=C(NCCC1CCCCN1S(=O)(=O)c1ccc(F)cc1)C(=O)Nc1ccccc1 (stereo not given)
    -3%, -3%, 0.5%, -1%, 3%, -12%, -2%, -12%, -2%
COC(=O)c1ccc(C2NC(=O)c3ccccc3O2)cc1 (stereo not given)
    14%, -7%, 1.6%, -11%[56.9 µM], 2%, -17%, -6%, 5%, 4%
O=c1c(-c2ccc(F)cc2)coc2cc(O)ccc12
    16%, 0%, 1.3%, -2%, 2%, u, 1%, 27%, -29%
O=C(CCNC(=O)c1ccc(Br)cc1)NNC(=O)c1ccccc1O
    18%[57.1 µM], -7%, 1.3%, -17%, -2%, -14%, 3%, 8%[57.1 µM], -6%
COc1cccc(S(=O)(=O)N(C)C[C@@H]2OCc3cn(nn3)CCCC(=O)N([C@@H](C)CO)C[C@H]2C)c1
    x, -7%, x, x, -4%, 3%, -11%, x, 3%
COc1cccc(NC(=S)N2CCN(C(c3ccccc3)c3ccccc3)CC2)c1
    -14%, 1%, -0.4%, -4%, -3%, -4%, 5%, -11%, -23%

Source: PubChem BioAssay (National Center for Advancing Translational Sciences (NCATS))
